Source: PubChem BioAssay
HTR5A inv ag: inverse agonist of human HTR5A in OPRM1-OPRD1 counter-screen | AID 504634 | inhibition, % at 9.3 µM | HTR5A cell line, luminescence, inverse agonism | P47898 | hit rate 0.083% among 340,000; in the data active = inhibition mostly above about 23%, no sharp cut-off; inactive = mostly below about 18%;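 note: 0% = cells with DMSO and 100% = no-cell wells with DMSO; some compounds called inactive have numbers as strong as hits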
Target sequence (P47898 whole entry, looked up): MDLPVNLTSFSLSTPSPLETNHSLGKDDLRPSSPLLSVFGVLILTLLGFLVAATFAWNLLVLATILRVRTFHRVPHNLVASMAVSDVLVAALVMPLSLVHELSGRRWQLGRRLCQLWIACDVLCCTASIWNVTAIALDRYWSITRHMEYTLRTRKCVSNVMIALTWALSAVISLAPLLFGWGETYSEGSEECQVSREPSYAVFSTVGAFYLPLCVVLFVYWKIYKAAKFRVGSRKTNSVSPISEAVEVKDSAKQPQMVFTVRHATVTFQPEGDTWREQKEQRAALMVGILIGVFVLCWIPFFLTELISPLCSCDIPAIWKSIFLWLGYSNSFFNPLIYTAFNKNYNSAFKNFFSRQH
Ecoli viability: reduces bacterial viability in AddAB counter-screen. E. coli V3065 growth, OD600 absorbance, 18 h. inhibition, % at 11.9 µM. hit rate 0.27% among 330,000. AID 449728;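 active = inhibition above the campaign's mean inhibition across all tested compounds plus 3 SD, cut at about 9.9% in these data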;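 note: uninfected addAB+ strain grown without phage in ampicillin broth; 0% = DMSO wells and 100% = ciprofloxacin 0.95 µg/ml wells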
PKA-R2B activ: PKA-R2B complex activation; P22694+P31323; hit rate 0.079% among 340,000; activation, % at 11.4 µM; PKA-R2B holoenzyme dissociation, Cy5-IP20 fluorescence polarization; R2B truncated from residue 108, S112A mutant; 0% DMSO only, 100% 113 µM cGMP;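 active = activation above a cutoff set at the mean over all compounds plus 3 SD, cut at about 18% in these data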;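 note: higher means more holoenzyme dissociation and a rise in polarization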
HTR5A ag: activates human HTR5A in OPRM1-OPRD1 agonist counter-screen; HTR5A agonist assay, luminescence, cell-based; hit rate 0.61% among 340,000; AID 504692; P47898; activation, % at 9.3 µM; in the data active = activation mostly above about 9.5%, no sharp cut-off; inactive = mostly below about 7.6%;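 note: 0% = cells with vehicle only and 100% = reference agonist; strong numbers were not always called active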
PKA-R1A activ: activators of PKA-R1A complex. P00514+P68181. PKA-R1A dissociation, Cy5-IP20 fluorescence polarization; scaled: DMSO 0%, 113 µM cGMP 100%. activation, % at 11.4 µM. hit rate 0.083% among 340,000. AID 504707;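 active = percent activation above the mean of all tested compounds plus 3 SD, cut at about 19% in these data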;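 note: higher means more PKAc released from R1A so a rise in polarization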
CDK5 p35 inh: CDK5/p35 (human) kinase inhibition; Q00535+Q15078; Recombinant CDK5/p35, ADP-Glo luminescence, 60 min; inhibition, % at 10 µM; hit rate 0.01% among 330,000; AID 488839;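 active = highest replicate inhibition of at least 50% and at least 75% of replicates reaching 50%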;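 note: plate controls were DMSO neutral control for no effect and GW8510 at 10 µM for full effect; many of its hits are not listed in these tables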
phage Ecoli inh: E. coli growth loss with phage present; growth absorbance; inhibition, % at 11.9 µM; hit rate 0.26% among 360,000; in the data active = inhibition above about 11%
AddAB inh: less growth of phage-infected E. coli with AddAB; E. coli expressing H. pylori AddAB, absorbance growth; inhibition, % at 11.9 µM; hit rate 0.29% among 330,000; AID 435030; in the data active = inhibition above about 12%;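 note: 0% = vehicle wells of infected cells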
Tat transport: blocks Tat-dependent protein export in E. coli. inhibition, % at 10 µM. hit rate 0.036% among 340,000. AID 488895. E. coli MC4100 TorA-mCherry Tat export, fluorescence;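 active = mean replicate inhibition at least 50% and at least half of replicates individually reaching 50%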;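 note: exported cargo escapes ClpAP degradation while cytoplasmic cargo is degraded and loses fluorescence; 0% = median of neutral control wells and 100% = median of NaSCN control wells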
DAGLB inhibitor: blocks human DAGLB lipase activity; inhibition, % at 5.17 µM; Q8NCG7; hit rate 0.059% among 340,000; HEK293T DAGLB membrane lysate, EnzChek fluorogenic substrate; in the data active = inhibition above about 34%;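 note: 0% = enzyme with vehicle and 100% = wells lacking enzyme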
Target sequence (Q8NCG7 whole entry, looked up): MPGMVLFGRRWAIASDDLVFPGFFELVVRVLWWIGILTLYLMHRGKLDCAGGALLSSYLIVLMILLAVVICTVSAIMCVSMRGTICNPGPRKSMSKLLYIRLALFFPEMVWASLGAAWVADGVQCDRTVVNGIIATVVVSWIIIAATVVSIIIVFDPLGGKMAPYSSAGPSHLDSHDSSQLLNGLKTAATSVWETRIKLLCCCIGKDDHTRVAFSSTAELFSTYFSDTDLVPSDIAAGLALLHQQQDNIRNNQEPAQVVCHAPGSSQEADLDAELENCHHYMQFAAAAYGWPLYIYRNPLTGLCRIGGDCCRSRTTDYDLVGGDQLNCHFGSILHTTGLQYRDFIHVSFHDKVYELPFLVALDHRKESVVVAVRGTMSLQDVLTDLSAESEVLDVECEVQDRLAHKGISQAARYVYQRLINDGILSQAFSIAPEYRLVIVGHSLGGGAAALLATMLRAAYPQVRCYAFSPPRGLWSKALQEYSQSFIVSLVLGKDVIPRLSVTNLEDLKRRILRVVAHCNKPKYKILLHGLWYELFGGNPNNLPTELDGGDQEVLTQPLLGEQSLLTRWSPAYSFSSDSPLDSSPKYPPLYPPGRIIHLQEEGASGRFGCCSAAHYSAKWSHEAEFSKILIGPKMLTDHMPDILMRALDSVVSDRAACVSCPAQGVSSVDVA
SUMO Mot1 rescue: inhibitors of SUMOylation pathway: yeast Mot1-301 growth rescue; S. cerevisiae Mot1-301 growth rescue, ATP luminescence, 38.5C; percent above DMSO median, 100 means doubled; growth rescue, % at 18.8 µM; hit rate 1% among 320,000;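 active = every valid replicate shows activation above 250% relative to neutral control wells; inactive = the rest, any valid replicate at or below 250%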;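 note: OY570 slx delta 5 strain wells were the positive control but not used for scaling; some compounds called inactive have numbers as strong as hits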
The depositor's hits bear a star; . = no result given.

SMILES	HTR5A inv ag	Ecoli viability	PKA-R2B activ	HTR5A ag	PKA-R1A activ	CDK5 p35 inh	phage Ecoli inh	AddAB inh	Tat transport	DAGLB inhibitor	SUMO Mot1 rescue
CCOc1cc(C2NC(=O)NC(c3ccccc3)=C2C(=O)c2ccccc2)c(Br)cc1OCC(=O)O (stereo not given)	-2.8	2.5	-0.1	1.1	5.4	1.5	0.9	0.5	-2.5	-0.9	0.7
COc1cccc(NC(=O)c2c([N+](=O)[O-])cnn2C)c1	-4.5	-2.0	2.5	1.2	5.4	2.1	3.6	-2.2	-0.1	-4.1	-16.4
CCOC(=O)N1CCN(C(=O)C2CCCCC2)CC1	-5.7	-3.1	4.8	1.4	-1.6	-0.6	3.2	0.1	1.1	-4.5	-20.8
Cc1ccc2sc(N(CCCN(C)C)C(=O)c3ccc(S(=O)(=O)N4CCOCC4)cc3)nc2c1C	-0.2	2.0	4.3	0.1	4.4	-1.6	2.2	1.6	-1.4	1.7	-8.9
O=C(NC1CCCCC1)c1cc(-c2cccs2)on1	17.6	1.6	-5.3	-4.7	-11.7	0.6	1.7	5.7	6.5	-0.3	93.7
Cc1cc([N+](=O)[O-])nn1CC(=O)N1CCc2ccccc2C1	8.3	0.2	-1.6	-1.8	-27.6	1.2	-0.9	3.5	-9.3	-1.6	69.0
O=C(CSc1cn(Cc2ccccc2)c2ccccc12)NCc1ccc(F)cc1	-3.4	0.7	8.0	5.2	-3.6	0.3	0.9	-3.4	-7.4	-4.3	10.8
C[n+]1cccc(C(=O)NNC(=O)C23CC4CC(CC(C4)C2)C3)c1	-1.0	3.5	-1.9	0.4	-3.6	0.2	2.7	6.5	4.8	-0.7	7.7
COc1ccc(C(=O)N2CCN(C(C)=O)CC2)cc1S(=O)(=O)N1CCOCC1	-4.9	-0.2	-6.9	1.3	-12.2	-1.0	4.1	2.6	-1.5	3.1	35.7
CC(=O)N=c1cccc(NC(C)=O)n1O	-18.7	-0.9	5.2	8.1	0.0	-0.2	2.3	2.8	-4.0	5.7	-5.9
COc1cc(/C=C(/NC(=O)c2ccccc2)C(=O)Nc2ccccc2)c([N+](=O)[O-])cc1OC	10.0	-4.2	4.9	5.2	-5.1	0.3	3.7	0.5	1.9	-0.2	-2.4
O=c1c2ccccc2oc2ccc(NCCCN3CCOCC3)cc12	-6.3	-2.1	-5.7	0.2	-6.9	2.7	0.9	-1.4	-5.3	-2.5	11.2
CCOc1ccc(N(CC(=O)NCC2CCCO2)S(=O)(=O)c2ccc(SC)cc2)cc1 (stereo not given)	-5.0	-2.8	-3.3	1.1	6.3	-1.5	4.1	0.3	-4.7	-3.1	5.5
Cc1cc(-c2nn(-c3ccccc3F)cc2CN2CCC(O)CC2)c(C)s1	4.6	-1.3	0.6	1.8	-8.4	2.3	-0.5	-1.0	-4.5	1.4	224.3
CCCn1c(N2CCN(Cc3ccc(Cl)cc3)CC2)nc2ccccc21	7.5	0.0	9.1	-1.5	3.2	-1.5	3.2	1.4	12.3	-2.2	13.5
O=C(Oc1cccc2ccccc12)c1ccco1	0.1	0.2	1.1	2.0	-16.9	-3.5	1.7	5.6	5.4	-5.5	-7.4
CCn1c(SCc2nc3ccccc3s2)nnc1-c1ccccc1	18.5	0.9	0.7	2.0	3.2	0.2	3.6	-0.3	-0.7	-1.1	371.3*
O=c1oc2ccccc2nc1/C=C(O)/C=C/c1ccc(F)cc1	30.7	-0.8	-0.7	5.3	0.4	0.9	1.2	1.8	-7.8	0.3	-34.6
Cc1sc2ncn(CC(=O)N3CCN(c4ccccn4)CC3)c(=O)c2c1S(=O)(=O)N1CCC(C)CC1	-13.8	-1.1	4.1	5.1	2.6	0.1	0.8	3.9	-3.2	-2.5	184.6
COc1ccc(CCn2c(-c3cccc([N+](=O)[O-])c3)nc3nc4ccccc4nc32)cc1	-13.0	.	2.1	0.6	-2.1	1.1	0.6	.	-2.7	-0.7	.
c1ccn2c(Cc3nnc4ccccn34)nnc2c1	16.9	-2.8	-4.8	-0.7	2.5	-0.5	1.6	0.6	-1.5	0.3	0.7
Cc1ccc(N2CC(C(=O)N3CCc4ccccc43)CC2=O)cc1 (stereo not given)	-6.6	-0.3	-12.0	2.6	4.9	-2.7	-0.8	0.6	0.9	-0.5	0.3
CS(=O)(=O)c1ccc(Cl)c(NC(=O)CSc2nc3ccccc3c(=O)n2CCCN2CCOCC2)c1	-4.5	-3.2	1.2	-1.5	3.6	-0.6	3.8	-1.0	1.9	2.0	-4.3
Cc1cc(SCC(=O)c2ccccc2)n2ncc(-c3ccccc3)c2n1	17.1	-6.2	3.8	-0.4	-11.4	1.1	-2.3	-3.7	-17.9	-1.9	-11.8
O=C(C1CCCN(S(=O)(=O)c2ccccc2)C1)N1CCN(c2ncccn2)CC1 (stereo not given)	12.3	-2.5	-3.9	8.4	4.4	-0.4	1.5	2.7	-14.8	-1.6	174.0
N#C/C(=C\c1ccco1)Sc1nc2ccccc2s1	19.5	2.1	-4.4	-2.2	-10.7	0.2	2.1	2.6	9.0	-3.2	-24.1
O=C(CNC(=O)/C(=C\c1ccc(Br)cc1)NC(=O)c1ccccc1)OCc1ccccc1	5.1	-0.9	-12.3	-1.9	3.1	1.2	2.8	-0.3	6.6	-6.5	-30.5
COc1cc2c(cc1OC)-c1cc(Nc3ccc(N(C)C)cc3)nc(=O)n1CC2	-4.8	3.0	6.6	-1.6	4.5	1.1	3.8	6.2	8.5	-1.5	-16.3
COc1ccc(-c2noc(CCCCC(=O)N3CCN(c4cc(C)ccc4C)CC3)n2)cc1	-21.3	-3.7	-3.4	6.2	-3.8	-0.5	1.9	-0.4	16.8	-14.9	.
COc1ccc(-n2c(=S)[nH]c3cc(C(=O)Nc4cc(C(N)=O)ccc4OC)ccc3c2=O)c(OC)c1	0.4	0.8	-1.9	2.3	-6.3	0.2	-0.5	4.0	9.5	1.9	5.8
CCOC(=O)c1c(NC(=O)COc2ncnc3ccccc23)sc(C)c1C	-6.1	-0.2	1.1	2.4	4.0	-0.6	5.2	0.6	0.9	-4.6	9.6
c1ccc(C2Oc3ccccc3C3CC(c4cccs4)=NN32)cc1 (stereo not given)	-21.8	-7.3	-0.8	0.0	0.3	1.4	-1.0	-5.6	-1.8	2.5	7.3
COC(=O)c1ccccc1NC(=O)N1CCN(C(=O)c2ccco2)CC1	1.8	0.4	-3.4	1.9	-10.3	-1.5	3.1	2.1	-2.2	-2.8	119.6
O=C(NCc1ccccn1)c1ccc2c(=O)n(CCc3ccccc3)c(=O)[nH]c2c1	12.3	1.6	-5.8	2.3	-11.7	-1.1	4.3	4.4	6.5	2.2	66.4
O=C1CSC(c2ccccn2)N1c1cccc(Cl)c1 (stereo not given)	1.2	0.4	-1.7	-0.5	-4.9	-0.4	0.8	-0.7	-0.2	-1.9	4.7
Cc1nc2scc(C)n2c(=O)c1S(=O)(=O)N1CCN(c2ccc(F)cc2)CC1	-2.5	-0.8	-5.6	0.7	5.0	-0.3	0.8	3.6	-3.9	-1.1	-8.6
O=C(/C=C/c1ccco1)NC(=S)NNC(=O)c1ccco1	5.8	-6.2	2.5	-2.1	5.4	-1.7	-5.3	-3.6	-4.0	0.9	-3.9
COc1cccc(-n2nnc3c(=O)n(CC(=O)NC4CCCC4)cnc32)c1	0.2	-0.6	-12.4	-2.5	-0.5	-0.3	.	1.8	-0.4	-0.5	4.9
Cc1ccccc1NC(=O)CCN1CCN(C/C=C/c2ccccc2)CC1	-8.2	-0.9	-24.8	2.4	-4.8	-1.3	3.2	3.1	0.0	-1.4	2.4
CSc1nc2ccccc2n1C(=O)NC1CCCCC1	-2.4	1.9	12.4	0.1	-1.2	1.8	1.8	1.1	-3.8	2.3	-4.2

One compound at a time, from the list above. Values in the order: HTR5A inv ag	Ecoli viability	PKA-R2B activ	HTR5A ag	PKA-R1A activ	CDK5 p35 inh	phage Ecoli inh	AddAB inh	Tat transport	DAGLB inhibitor	SUMO Mot1 rescue
Cc1ccccc1NC(=O)CCN1CCN(C/C=C/c2ccccc2)CC1 reads -8.2	-0.9	-24.8	2.4	-4.8	-1.3	3.2	3.1	0.0	-1.4	2.4
O=C(/C=C/c1ccco1)NC(=S)NNC(=O)c1ccco1 reads 5.8	-6.2	2.5	-2.1	5.4	-1.7	-5.3	-3.6	-4.0	0.9	-3.9

New compounds follow
SMILES	HTR5A inv ag	Ecoli viability	PKA-R2B activ	HTR5A ag	PKA-R1A activ	CDK5 p35 inh	phage Ecoli inh	AddAB inh	Tat transport	DAGLB inhibitor	SUMO Mot1 rescue
O=C(c1ccccn1)N1CCN(c2ccc(C(F)(F)F)cn2)CC1	-12.9	-1.1	4.9	7.8	-14.4	-1.9	3.4	2.6	7.0	-0.6	128.2
Cc1noc(C(=O)Nc2ccc(F)cc2F)c1Cl	-11.7	.	-2.3	3.3	4.0	0.5	-1.6	.	-5.1	-0.4	-2.2
CCOc1ccc(OCCNC(=O)c2oc3ccccc3c2COC)cc1	-14.0	-0.7	-3.8	-3.2	5.0	0.6	5.5	-1.1	2.9	-3.8	18.8
CCOC(=O)C1CCN(CC(=O)c2c(C)n(C)c3ccc(OC)cc23)CC1	-12.1	-0.6	-6.3	3.4	-8.6	-0.4	0.2	-1.1	-6.9	-3.9	-5.9
COc1ccccc1Nc1ncnc2sccc12	10.7	-1.7	0.1	-2.9	7.0	4.1	-0.7	0.2	-2.1	-2.3	-7.5
CCCCN(C(=O)C1CC(=O)N(Cc2ccc(C)cc2)C1)c1c(N)n(CC(C)C)c(=O)[nH]c1=O (stereo not given)	9.1	0.9	12.1	-3.6	4.6	-0.5	-0.2	1.3	4.7	-2.8	292.9
O=[N+]([O-])c1ccc(N=Nc2c(Cl)cc(O)cc2Cl)cc1	-4.7	0.5	1.5	1.3	-6.9	7.6	0.6	-0.3	-4.8	32.0	-21.6
COc1cc(/C=N/NC(=S)NC2CC3CC2C2C=CCC32)ccc1O (stereo not given)	-7.8	0.3	2.2	5.7	-0.7	0.6	2.5	6.9	-1.7	2.1	-10.0
COc1ccccc1NC1C=CS(=O)(=O)C1 (stereo not given)	24.5	1.2	-1.9	-0.7	-2.8	0.0	2.7	3.4	-1.7	2.0	18.7
C=CCn1c(CCC(O)CCCCC)n[nH]c1=S (stereo not given)	11.9	1.2	4.2	-4.5	-2.4	-6.9	4.3	3.7	-2.0	0.0	-2.5

Records listed above shown as hits in SUMO Mot1 rescue:
molecule,PKA-R2B activ,PKA-R1A activ,CDK5 p35 inh,phage Ecoli inh,AddAB inh,Tat transport,DAGLB inhibitor,SUMO Mot1 rescue
CCn1c(SCc2nc3ccccc3s2)nnc1-c1ccccc1,0.7,3.2,0.2,3.6,-0.3,-0.7,-1.1,371.3*

2 consecutive records already listed, for reference:
SMILES	HTR5A inv ag	Ecoli viability	PKA-R2B activ	HTR5A ag	PKA-R1A activ	CDK5 p35 inh	phage Ecoli inh	AddAB inh	Tat transport	DAGLB inhibitor	SUMO Mot1 rescue
COc1ccccc1NC1C=CS(=O)(=O)C1 (stereo not given)	24.5	1.2	-1.9	-0.7	-2.8	0.0	2.7	3.4	-1.7	2.0	18.7
C=CCn1c(CCC(O)CCCCC)n[nH]c1=S (stereo not given)	11.9	1.2	4.2	-4.5	-2.4	-6.9	4.3	3.7	-2.0	0.0	-2.5
